Compound activity (PubChem)
MLLE-PAM2 inh: blocks PAM2 peptide binding to the PABP1 MLLE domain. GST-MLLE / FITC-PAM2 fluorescence polarization. inhibition, % at 20 µM. AID 588489. actives 0.36% (n = 360,000). P11940; in the data active = inhibition above about 35%, passing the limit was not always enough;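 also: plate controls were DMSO wells with GST-MLLE for no effect and wells lacking GST-MLLE protein for full effect; some results filed as inactive read as strong as hits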
Target sequence (P11940 whole entry, looked up, the tested form may be a part): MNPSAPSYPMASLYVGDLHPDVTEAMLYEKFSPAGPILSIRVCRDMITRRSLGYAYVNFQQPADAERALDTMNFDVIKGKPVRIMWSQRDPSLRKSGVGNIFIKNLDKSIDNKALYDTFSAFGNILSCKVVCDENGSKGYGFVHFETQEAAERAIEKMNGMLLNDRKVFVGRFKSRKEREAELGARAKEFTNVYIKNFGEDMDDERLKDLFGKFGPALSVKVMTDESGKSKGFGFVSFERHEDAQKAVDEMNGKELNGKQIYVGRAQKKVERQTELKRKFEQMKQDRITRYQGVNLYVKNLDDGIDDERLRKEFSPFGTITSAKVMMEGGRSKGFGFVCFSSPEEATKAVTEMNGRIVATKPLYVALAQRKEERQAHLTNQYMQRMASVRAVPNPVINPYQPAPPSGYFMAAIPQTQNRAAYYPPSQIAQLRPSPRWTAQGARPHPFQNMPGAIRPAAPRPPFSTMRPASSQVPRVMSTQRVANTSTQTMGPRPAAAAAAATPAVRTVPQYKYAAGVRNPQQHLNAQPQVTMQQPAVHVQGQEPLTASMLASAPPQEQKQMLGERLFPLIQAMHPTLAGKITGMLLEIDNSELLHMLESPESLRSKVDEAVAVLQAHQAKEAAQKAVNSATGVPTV
CSN inh: CSN deneddylation inhibition | Q92905 | Purified CSN, SCF-Nedd8-OG deneddylation, fluorescence polarization | inhibition, % at 12.5 µM | actives 0.38% (n = 360,000) | AID 651999;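 active = pattern-corrected inhibition above about 35%, with an unprinted fluorescence ratio check between 0.5 and 1.5, limit read from the data, passing the limit was not always enough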;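 also: 0% = enzyme with substrate and 100% = substrate without enzyme; some results filed as inactive read as strong as hits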
Target sequence (Q92905 whole entry, looked up, one chain of several): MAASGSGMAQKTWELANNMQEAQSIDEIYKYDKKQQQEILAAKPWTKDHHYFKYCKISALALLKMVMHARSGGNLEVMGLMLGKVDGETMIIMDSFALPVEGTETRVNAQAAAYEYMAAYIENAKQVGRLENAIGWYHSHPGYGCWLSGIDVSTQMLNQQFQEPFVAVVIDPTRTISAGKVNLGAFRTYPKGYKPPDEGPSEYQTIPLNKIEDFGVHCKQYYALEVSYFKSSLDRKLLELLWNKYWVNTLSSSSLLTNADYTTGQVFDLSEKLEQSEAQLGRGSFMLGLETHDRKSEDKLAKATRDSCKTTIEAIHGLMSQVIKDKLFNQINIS
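Assay system: purified human Csn5 enzyme expressed in HEK293T cells; Input: 0.24 nM Csn5 enzyme, final concentration; Reagent: 10 nM SCFSkp2-Nedd8OG; Compound dosing: 12.5 µM single point; Times: reaction 90 min, room temperature; Technique: fluorescence polarization readout.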
MsrA inhibitor: bovine MsrA inhibition; purified bovine MsrA, absorbance read-out; inhibition, % at 15.5 µM; actives 0.75% (n = 360,000); AID 651718; in the data active = inhibition above about 4.5%;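 also: 0% = vehicle wells with enzyme and 100% = reference inhibitor wells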
bovine MsrA act: bovine methionine sulfoxide reductase A activation. activation, % at 10.6 µM. actives 0.3% (n = 360,000). purified bovine MsrA, absorbance read-out; in the data active = activation above about 7.5%;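 also: 0% = vehicle and 100% = reference activator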
Rin1 Abl inh: blocks binding of human Rin1 to Abl; TR-FRET Rin1/Abl binding, biochemical; actives 0.4% (n = 360,000); AID 588664; inhibition, % at 7.35 µM; P00519+Q13671; in the data active = inhibition above about 5%, passing the limit was not always enough
eLon inh: E. coli protease La inhibition; inhibition, % at 7.94 µM; actives 0.42% (n = 360,000); P0A9M0; purified E. coli Lon protease, fluorescence polarization; in the data active = inhibition above about 13%, passing the limit was not always enough;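 also: 0% = enzyme with probe and DMSO and 100% = no enzyme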
Tb MetRS inh: Trypanosoma brucei MetRS inhibition. actives 0.4% (n = 360,000). inhibition, % at 11.9 µM. purified T. brucei MetRS, ATP depletion, Kinase-Glo luminescence. AID 624268;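 active = inhibition above a per-plate cutoff of the control wells' mean inhibition plus 3 SD, cut at about 5.5% in these data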;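 also: 0% = DMSO wells median and 100% = median of wells with control inhibitor compound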
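Measured by: Kinase-Glo luciferase luminescence reporting remaining unconsumed ATP. Material: purified T. brucei MetRS enzyme. Doses: 11.9 µM compound single dose, 0.9% DMSO. Medium: HEPES buffer containing pyrophosphatase, BSA, spermine, DTT. Times: 15 min preincubation, 2 h reaction, all 25 °C. Reagent: methionine, ATP and bulk E. coli tRNA.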
FAS-TE inh: inhibitors of human fatty acid synthase thioesterase domain. P49327. actives 0.67% (n = 360,000). recombinant FAS-TE, OMFH fluorogenic substrate, fluorescence endpoint. inhibition, % at 15 µM;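 active = compounds whose normalised, plate-corrected inhibition of enzyme fluorescence in the single-dose primary screen is 50% or more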;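 also: 0% = DMSO with enzyme and 100% = substrate without enzyme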
Neddylation inh: inhibitors of human cullin neddylation. TR-FRET cullin neddylation, biochemical. calls only at 25 µM. actives 0.58% (n = 360,000); in the data active = inhibition above about 36%
Numbers without * were called inactive; i = inactive; . = no result given.

SMILES	MLLE-PAM2 inh	CSN inh	MsrA inhibitor	bovine MsrA act	Rin1 Abl inh	eLon inh	Tb MetRS inh	FAS-TE inh	Neddylation inh
COc1ccc2nccc(/C=C/c3ccnc4ccc(OC)cc34)c2c1	-7	2	1.9	-4	-1	0	-0.6	9	i
O=c1ccoc2ccccc12	2	-2	0.1	-2	0	-7	0.1	-1	i
O=C1CSC(c2ccncc2)N1Cc1ccco1 (configuration not stated)	23	-1	-0.7	-2	0	-18	-0.8	-11	i
CCc1nc2c(s1)CCc1onc(-c3ccc(Cl)cc3)c1-2	0	-3	1.3	-13	-1	12	-0.5	18	i
C=CCOc1ccc(/C(O)=C2\C(=O)C(=O)N(CCCOC)C2c2ccncc2)cc1 (configuration not stated)	4	-4	2.2	-6	1	-6	-0.5	-3	i
Cc1ccc(C)c(NC(=S)N2CCC(c3nc4ccccc4s3)CC2)c1	-89	2	-0.1	1	-2	-1	-0.8	18	i
COc1ccc(-c2nc(-c3ccc(Br)o3)no2)cc1	-7	4	0.6	-5	7	0	-1.0	0	i
N#Cc1c(N)nc2c(c1-c1ccc3c(c1)OCO3)CCc1ccccc1-2	54	6	0.4	-5	1	-11	-0.7	24	i
COc1ccc2cc(C3NC(=O)c4ccccc4N3)c(Cl)nc2c1 (configuration not stated)	9	-1	0.8	-4	0	-3	-0.3	-4	i
Cc1ccc(S(=O)(=O)N(C(=O)c2ccncc2)c2ccc(OC(=O)c3ccncc3)c3ccccc23)cc1	28	-1	-0.2	-7	-2	-4	-0.4	57*	i
Nc1nc(CCl)nc(Nc2cccc3ccccc23)n1	-4	-2	0.3	-8	-4	4	-0.4	-1	i
Cc1cccc(NC(=O)CNC(=O)COC(=O)C2CC2C)c1C (configuration not stated)	-1	-3	-0.8	-2	1	-16	0.2	-8	i
COc1ccc(CCCC(=O)N/N=C\c2cccs2)cc1	-14	7	0.4	-5	-2	3	2.6	0	i
CCOc1cccc2cc(-c3nnc(NCc4ccco4)s3)c(=O)oc12	9	-3	1.4	-2	-7	-4	0.2	-9	.
CC1(Cc2cccc(F)c2)C(=O)Nc2ccc(S(=O)(=O)NC3CCCCC3)cc21 (configuration not stated)	6	-2	-0.5	-2	0	-2	-0.3	12	i
c1ccc(CC2CCN(c3nc4ccccc4n4nnnc34)CC2)cc1	1	-1	1.0	-7	0	-14	-1.2	14	i
Nc1cccc(S(=O)(=O)Nc2ccccc2)c1	0	-1	1.3	-3	-2	-11	0.1	-6	i
CCC(C)C(CO)NCCCn1cnc(C(=O)Nc2ccc(C)c(C)c2)n1 (configuration not stated)	-5	1	-0.2	1	-3	-5	-1.0	-6	i
Cc1ccccc1/C=N/N1CCN(c2ccccc2)CC1	11	-7	-0.3	-3	0	0	-0.6	7	i
CC(=O)c1ccc(NC(=O)COC(=O)Cn2cnc3ccccc32)cc1	5	2	-0.5	-1	1	2	-0.3	-4	i
CC1=C(C(=O)N(C(C)C)C(C)C)CC(CC(=O)NCc2ccco2)C(=O)N1Cc1ccc(C(C)(C)C)cc1 (configuration not stated)	-12	1	1.1	-1	4	12	-0.9	9	i
COc1ccc(NC(=O)NNC(=O)CCC(=O)Nc2ccccc2Cl)cc1	4	9	1.2	-2	-1	-5	0.1	-7	i
O=S(=O)(NN=C(c1ccccc1)c1ccccc1)c1ccccc1	11	1	0.3	-6	-2	-3	-0.2	3	i
Brc1ccc(C2=Nc3ccccc3C(c3ccncc3)=NN2)cc1	-8	6	0.6	-5	4	8	-0.3	0	i
CC(=O)c1c(C)[nH]c(C(=O)CN2C(=O)NC(CCc3ccccc3)C2=O)c1C (configuration not stated)	-24	6	0.3	-3	-7	9	-0.1	20	i
COc1ccc(-n2c(NNC(C)=O)nc3sc4c(c3c2=O)CCCC4)cc1	2	-2	0.8	5	0	-6	-0.2	-3	i
O=C(NC1CCCCC1)N1CCC(c2nc3ccccc3[nH]2)CC1	3	-4	0.1	-2	-1	5	1.5	-2	i
O=C(Nc1ccc2c(c1)CCC2)Nc1ccc(F)cc1F	10	3	-0.5	-7	2	0	-0.4	-2	i
CC(C)Nc1cc(C(C)(C)C)nc2c(-c3ccccc3)cnn12	-2	-1	-0.1	-3	-2	12	-0.4	44	.
COc1cc(C(=O)NC23CC4CC(CC(C4)C2)C3)cc(OC)c1OC	-4	-4	1.3	-2	-1	0	-0.3	0	i
CCc1ccc(CN2CCC(n3nccc3NC(=O)c3ccccc3Cl)CC2)cc1	2	-2	-0.6	-4	3	1	-0.2	6	i
CC1Cc2ccccc2N1C(=O)COC(=O)C1(c2ccccc2F)CCCC1 (configuration not stated)	-9	-11	-0.1	-4	-1	-9	-0.7	32	i
Cc1nc2ccccc2n1C(=O)N(C)C	6	-8	-0.5	-7	-3	-5	0.1	-3	i
COc1ccc(NC(=O)CN(C)C(=O)Cn2cnc3c2c(=O)n(C)c(=O)n3C)cc1	-11	-3	-1.1	-1	3	0	-0.3	-5	i
CCOC(=O)[C@@H]1[C@H]2COc3cc(OC)ccc3[C@H]2N2C(=O)N(c3ccc(OC)cc3)C(=O)[C@]12C	3	-1	-0.4	-2	3	-4	-0.4	8	i
O=c1c2[nH]c3ccccc3c2ncn1Cc1cccnc1	-5	4	0.3	1	-1	0	1.3	-6	i
COc1cc2cc(-c3ccc(O)cc3O)nc(C)c2cc1OC	-10	0	2.8	-3	-7	0	-0.5	6	i
COC(=O)CCC(=O)COc1ccccc1C#N	11	-2	-1.3	-3	1	-9	0.6	-4	i
Cc1ccc(S(=O)(=O)/C(C#N)=C/c2c(N3CCOCC3)nc3ccccn3c2=O)cc1	-2	2	-0.6	-9	0	-7	-1.4	42	i
CN1CCN(c2ccc(CNC[C@H]3O[C@@H](n4cnc5c(=O)[nH]c(N)nc54)[C@H](O)[C@@H]3O)c(S(C)(=O)=O)c2)CC1	4	-2	-0.6	-3	3	-4	-0.1	-6	i
CCOC(=O)Cc1cc(-c2ccc(OC)cc2)nc2ccc3ccccc3c12	5	-2	0.9	-2	-1	0	-0.3	28	i
CC(c1ccncn1)N(C)C(=O)c1ccc2oc(Cc3ccccc3)nc2c1 (configuration not stated)	0	3	-0.4	-4	1	2	0.3	3	i
O[C@H]1CN(CC2CCCCC2)[C@@H](c2ccc(Cl)cc2)C[C@@H]1n1cc(-c2ccc(F)cc2)nn1	-3	6	0.1	-4	0	-4	-0.4	27	i
NS(=O)(=O)c1ccc(Cl)c(S(N)(=O)=O)c1	8	2	-1.1	-1	2	-11	0.1	-6	i
Cc1[nH]c2ccccc2c1/C=N/NC(=O)CNC(=O)COc1ccccc1	-2	-1	2.1	-7	4	-7	-0.7	-2	i

Some of the entries so far, field by field:
Cc1ccc(S(=O)(=O)/C(C#N)=C/c2c(N3CCOCC3)nc3ccccn3c2=O)cc1
  MLLE-PAM2 inh: -2 | CSN inh: 2 | MsrA inhibitor: -0.6 | bovine MsrA act: -9 | Rin1 Abl inh: 0 | eLon inh: -7 | Tb MetRS inh: -1.4 | FAS-TE inh: 42 | Neddylation inh: i
COc1ccc(-c2nc(-c3ccc(Br)o3)no2)cc1
  MLLE-PAM2 inh: -7 | CSN inh: 4 | MsrA inhibitor: 0.6 | bovine MsrA act: -5 | Rin1 Abl inh: 7 | eLon inh: 0 | Tb MetRS inh: -1.0 | FAS-TE inh: 0 | Neddylation inh: i
COc1ccc(NC(=O)NNC(=O)CCC(=O)Nc2ccccc2Cl)cc1
  MLLE-PAM2 inh: 4 | CSN inh: 9 | MsrA inhibitor: 1.2 | bovine MsrA act: -2 | Rin1 Abl inh: -1 | eLon inh: -5 | Tb MetRS inh: 0.1 | FAS-TE inh: -7 | Neddylation inh: i
CC1(Cc2cccc(F)c2)C(=O)Nc2ccc(S(=O)(=O)NC3CCCCC3)cc21 (configuration not stated)
  MLLE-PAM2 inh: 6 | CSN inh: -2 | MsrA inhibitor: -0.5 | bovine MsrA act: -2 | Rin1 Abl inh: 0 | eLon inh: -2 | Tb MetRS inh: -0.3 | FAS-TE inh: 12 | Neddylation inh: i

(more compounds)
SMILES	MLLE-PAM2 inh	CSN inh	MsrA inhibitor	bovine MsrA act	Rin1 Abl inh	eLon inh	Tb MetRS inh	FAS-TE inh	Neddylation inh
CCOC(=O)C(Cc1ccccc1)NC(=O)CCCC(=O)c1ccccc1 (configuration not stated)	2	-2	0.0	-1	0	-9	0.1	-2	i
CCOC(=O)CSc1nc(C)c(C(C)=O)cc1C#N	6	2	0.3	-2	-2	10	0.6	4	i
NC(=S)n1[nH]c(-c2ccc([N+](=O)[O-])cc2)c(N=Nc2cccc(Cl)c2)c1=O	29	-1	0.9	-11	3	2	-1.5	46	i
COc1ccc(Cl)cc1C(=O)NNC(=O)c1cccc(S(=O)(=O)N(C)C)c1	13	-1	1.1	-3	1	6	0.7	-1	i
Cc1cccc(NC(=O)Cn2nnc3ccccc32)c1	-8	-20	0.4	-3	-1	0	0.4	0	i
Cc1cc(C)c2cc(C(=O)N(C)C3CCN(C)CC3)[nH]c2c1	-5	-1	-0.1	4	1	-3	-0.2	-4	i
Cc1occc1C(=O)O/N=C(\N)c1ccc(Cl)cc1	-3	3	-0.2	-1	-3	6	-0.7	1	i
COC(=O)c1ccc(S(=O)(=O)NCc2ccco2)o1	-9	1	-0.5	-3	0	-13	0.5	-3	i
O=C(O)c1nn(CC(=O)N2CCCCCC2)c(=O)c2ccccc12	-1	-12	-0.8	-3	-2	-4	-0.3	-6	i
Cn1cccc1C(=O)OCc1nc2ccccc2c(=O)[nH]1	-21	3	-0.1	-1	6	-12	0.7	-4	i
O=C1CCC(c2ccccc2)=NN1Cc1c(F)cccc1Cl	1	0	-0.8	-2	-5	-4	-0.6	13	i
O=C(O)c1cccc(S(=O)(=O)Nc2ccccc2Cl)c1	-2	3	-1.0	0	-3	-8	0.9	-5	i
CCCCc1c(-c2ccccc2OC)ncn1CCc1ccc(Cl)cc1	.	2	-0.9	-1	.	-4	-0.8	16	i
CCN(CC)CCNC(=O)c1ccc(CS(=O)(=O)c2ccc(Br)cc2)o1	23	-2	-0.2	-1	-3	4	-0.4	-5	i
Cc1ccc(OCC(=O)Nc2ccc(N3CCN(S(C)(=O)=O)CC3)cc2)cc1	5	-1	0.6	-8	4	1	-0.6	-5	i
Cc1csc(NC(=O)c2ccc(Cn3nc(C)c(Br)c3C)o2)n1	-2	1	-0.8	-2	0	-3	-0.5	3	i
CCCP(=O)(CC(=O)O)c1ccccc1 (configuration not stated)	-6	1	0.2	-2	-2	2	-0.3	3	i
CN(CC(=O)Nc1ccc(Cl)cc1)C(=O)CNC(=O)c1ccc(Br)o1	10	5	-1.6	-4	3	-4	-0.2	-4	i
CCNC1(C#N)CCN(Cc2ccccc2)CC1	1	5	0.0	-5	0	19	-0.2	-6	i
Oc1c(C2=NCCNC(C(F)(F)F)=C2)ccc2ccccc12	-20	-9	2.2	-9	0	-4	-1.2	1	i
COCCn1c(SCC(=O)NN2C(=O)NC(C)(c3ccccc3)C2=O)nnc1-c1ccncc1 (configuration not stated)	-11	0	2.2	-2	-2	-7	-0.2	-6	i
COc1ccc(OCc2nnc(SCC(=O)Nc3ccccc3C#N)o2)cc1	-7	-2	0.1	1	0	-1	0.6	-2	i
CCOC(=O)NNc1ccc(C(F)(F)F)cn1	9	0	1.1	0	-2	-1	0.1	-7	i
CC1CCC(C(C)C)C(OC(=O)CSc2nnc(N)s2)C1 (configuration not stated)	-9	1	-1.6	-4	0	-8	-1.3	-42	i
CN(c1cccc(Cl)c1)S(=O)(=O)c1cccc(C(=O)NC2=NCCS2)c1	-8	1	0.4	-4	1	0	-0.9	3	i
CCC1(c2ccccc2)SC(N)=NC1=O (configuration not stated)	-9	3	0.5	-1	4	5	-0.2	-7	i
CSc1nc(C)cc(Oc2ccccc2)n1	3	0	1.6	-8	0	-1	-0.9	2	i
O=C(Oc1ccc(Oc2ccccc2)cc1)N1CCC(O)CC1	4	-3	-0.1	-3	4	-5	-0.5	-5	i
